BLM inh: inhibitors of human Bloom syndrome helicase BLM; Potency, µM (top dose mostly 56.1 µM), for inactives: at the top dose activity change, negative = inhibition, most hits filed as inhibitors; 0.2% of 350,000 active; P54132; recombinant BLM DNA unwinding, fluorescence dequenching;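 also: plate controls were vehicle for no effect and no enzyme for full effect; nearly all actives have a fitted effect of over 35% in size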
BAZ2B block: blocks human BAZ2B. AlphaScreen BAZ2B-H3K14Ac peptide displacement. AID 504333. 4.4% of 360,000 active. Q9UIF8. Potency, µM (highest dose often 114 µM), for the others: top-dose activity change, negative = inhibition, usual class: inhibitors; also: % is scaled to controls: 0 for no effect and ±100 for the full control effect; nearly all actives have a fitted effect of over 60% in size
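BAZ2B (50 nM) with biotin-H3(5-23)K14Ac peptide (50 nM) in PBS pH 7.4, 0.01% Tween-20, preformed 30 min, then compound 30 min at room temperature; top concentration 110uM. AlphaScreen streptavidin donor/nickel chelate acceptor beads (10 ug/mL final), 20 min dark, signal read.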
G9a inh: G9a (human) methyltransferase inhibition. Potency, µM (doses to about 102 µM), inactives show top-dose activity, negative = inhibition, hits mostly inhibitors. G9a H3K9 monomethylation, AlphaScreen, 2 h. 8.8% of 350,000 active. Q96KQ7; also: % is scaled to controls: 0 for no effect and ±100 for the full control effect; nearly all actives have a fitted effect of over 75% in size
Target sequence (Q96KQ7 913-1193 limits assumed): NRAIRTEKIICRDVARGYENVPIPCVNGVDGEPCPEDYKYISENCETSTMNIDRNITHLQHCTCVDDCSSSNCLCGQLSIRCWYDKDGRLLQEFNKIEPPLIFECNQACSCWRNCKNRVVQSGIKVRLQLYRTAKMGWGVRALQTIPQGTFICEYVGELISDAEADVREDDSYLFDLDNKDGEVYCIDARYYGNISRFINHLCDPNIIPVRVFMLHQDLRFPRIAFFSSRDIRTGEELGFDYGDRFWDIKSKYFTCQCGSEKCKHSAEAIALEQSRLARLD
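Using a bead-based AlphaScreen, monomethylated H3K9 product from 2 h room-temperature reactions (G9a 20 nM, peptide 500 nM, SAM 20 uM) was detected with 0.5 ug/mL rabbit anti-H3K9me1 antibody.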
Pol iota inh: DNA polymerase iota (human) inhibition; 1% of 390,000 active; Potency, µM (top dose mostly 115 µM), without a hit: at the highest dose activity, negative = inhibition, most hits filed as inhibitors; Pol iota fluorescent replication assay, 10 min
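Pol iota at 10 nM preincubated 15 min with compounds at room temperature; reaction started with fluorescent substrate, 50 nM final. Fluorescence read kinetically at 0 and 10 min; buffer-only wells as negative control.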
JMJD2A Tudor inh: inhibitors of human JMJD2A Tudor domain. AlphaScreen JMJD2A-Tudor / H3K4me3 peptide binding. 4.4% of 390,000 active. Potency, µM (series often up to 114 µM), inactives show top-dose activity change, negative = inhibition, actives largely listed as inhibitors. AID 504339. O75164; also: % is scaled to controls: 0 for no effect and ±100 for the full control effect; nearly all actives have a fitted effect of over 50% in size
POLH inh: blocks human DNA polymerase eta activity; Q9Y253; recombinant Pol eta, fluorescent DNA replication assay; Potency, µM (top dose mostly 114 µM), inactives show at the highest dose activity change, negative = inhibition, actives largely listed as inhibitors; 1.2% of 390,000 active; AID 588591; also: % is scaled to controls: 0 for no effect and ±100 for the full control effect
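Pol eta (10 nM) was preincubated with compounds for 15 min at room temperature, after which fluorescent replication substrate (50 nM final) was added to start the reaction. Fluorescence was read kinetically at 0 and 10 min.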
Pol kappa inh: inhibitors of human DNA polymerase kappa. 0.53% of 400,000 active. AID 588579. purified Pol kappa, fluorescent DNA synthesis assay, 10 min. Potency, µM (series often up to 107 µM), without a hit: at the top dose activity, negative = inhibition, most hits filed as inhibitors. Q9UBT6; also: % is scaled to controls: 0 for no effect and ±100 for the full control effect
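Activity was followed as the change in fluorescence between reads at 0 and 10 min after starting the reaction with 50 nM substrate. Beforehand, 10 nM polymerase had been preincubated with compound for 15 min at room temperature.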
Pol beta inh: inhibitors of human DNA polymerase beta; Potency, µM (highest dose often 114 µM), for inactives: at the top dose activity change, negative = inhibition, actives largely listed as inhibitors; 1.3% of 340,000 active; Pol beta primer extension/strand displacement, fluorescence kinetic; P06746; also: % is scaled to controls: 0 for no effect and ±100 for the full control effect
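Reaction started by 50 nM substrate onto compound-treated Pol beta (10 nM, 15 min preincubation, room temperature); plates read at 0 min and 10 min. Normalized concentration-effect data fitted by four-parameter Hill equation.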
APEX1 inh: APE1 (human) endonuclease inhibition; P27695; recombinant APE1, TAMRA/BHQ-2 abasic DNA cleavage fluorescence; Potency, µM (doses to about 65.8 µM), without a hit: at the top dose activity change, negative = inhibition, most hits filed as inhibitors; 0.35% of 350,000 active;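 also: plate controls were vehicle for no effect and reference inhibitor for full effect; nearly all actives have a fitted effect of over 55% in size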
Target sequence (P27695 whole entry, looked up): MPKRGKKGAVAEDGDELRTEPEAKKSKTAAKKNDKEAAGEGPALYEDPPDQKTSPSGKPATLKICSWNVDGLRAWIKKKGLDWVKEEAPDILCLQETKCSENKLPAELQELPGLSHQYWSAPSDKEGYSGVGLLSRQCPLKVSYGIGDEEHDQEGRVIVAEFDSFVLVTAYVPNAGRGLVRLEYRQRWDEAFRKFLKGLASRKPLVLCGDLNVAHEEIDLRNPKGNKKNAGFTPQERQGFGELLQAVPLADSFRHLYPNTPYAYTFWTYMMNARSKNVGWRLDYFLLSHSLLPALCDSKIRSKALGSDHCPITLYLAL
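0.75 nM APE1 + cpd, 15 min RT; start w/ 50 nM TAMRA/BHQ-2 THF-abasic dsDNA; kinetic fluor 525/598 nm ×3 reads @60 s; Δ(read3−read1); normalized to DMSO and NSC13755 control wells.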
* hit, by the source's call; [ ] = remark or other dose. Calls follow the shape of the dose curve; as a rule, active = well fitted curve in the direction sought with a large enough effect; inconclusive = small, poorly fitted or top-dose-only effect, or another doubt; inactive = no such curve, though single readings can be large; an effect the other way counts as inactive or inconclusive. Potency is read from the fitted curve at half-maximal effect.

Screening COCC(=O)N(C)CC1CCCN(CCc2ccccc2OC)C1 (stereo not given) returned BLM inh -0.6%, BAZ2B block 7.1%, Pol iota inh 24.7%, JMJD2A Tudor inh -6.9%, POLH inh -9.2%, Pol kappa inh -9.5%, Pol beta inh -17.1% and APEX1 inh -0.4%.
Screening CC(/C=N\NC(=O)CN1CCN(S(=O)(=O)c2ccc(C)cc2)CC1)=C\c1ccccc1 returned BLM inh -8.0%, BAZ2B block -3.5%, G9a inh -2.2%, Pol iota inh 11.0%, JMJD2A Tudor inh inconclusive, POLH inh -15.9%, Pol kappa inh -21.7%, Pol beta inh 2.0% and APEX1 inh 1.8%.
`Cn1nnc(NC(=S)NC(=O)c2cccc3c(Cl)cccc23)n1` gave BLM inh -2.2%, BAZ2B block -18.6%, G9a inh inconclusive, Pol iota inh inconclusive, JMJD2A Tudor inh -17.9%, POLH inh -24.2%, Pol kappa inh 3.9%, Pol beta inh 21.4% and APEX1 inh 21.4%.
`Cc1cccc(N2CC(O)=C(c3nc4ccccc4n3C)C2=N)c1` gave BLM inh -1.3%, BAZ2B block inconclusive, G9a inh -35.2%[0.501 µM], Pol iota inh -10.4%, JMJD2A Tudor inh inconclusive, POLH inh -2.7%, Pol kappa inh -17.6%, Pol beta inh 18.5% and APEX1 inh 8.9%.
Screening COc1cccc(S(=O)(=O)Nc2ccc3sc(C)nc3c2)c1 returned BLM inh -4.8%, BAZ2B block -8.2%, G9a inh 22.4µM*, Pol iota inh 5.7%, JMJD2A Tudor inh 79.4µM*, POLH inh -2.3%, Pol kappa inh -20.5%, Pol beta inh 1.7% and APEX1 inh -4.2%.
For Cc1cccc(OCC(=O)Nc2ccccc2N2CCN(C)CC2)c1 the results were BLM inh 3.0%, BAZ2B block -1.2%, G9a inh -4.8%, Pol iota inh 63.9%[activator], JMJD2A Tudor inh -22.4%, POLH inh -1.8%, Pol kappa inh -4.8%, Pol beta inh -3.0% and APEX1 inh 34.4%.
Screening O=S(=O)(/C=C/c1ccccc1)N1CCOCC1 returned BLM inh 0.9%, BAZ2B block -1.8%, G9a inh 89.1µM*, Pol iota inh 25.7%, JMJD2A Tudor inh 4.3%, POLH inh -10.9%, Pol kappa inh 3.0%, Pol beta inh -26.1% and APEX1 inh -8.9%.
`O=C(O)CCc1nn2c3ccccc3n(CC(=O)c3cccs3)c2nc1=O` gave BLM inh -4.1%, BAZ2B block -0.3%, G9a inh 10.8%, Pol iota inh 19.6%, JMJD2A Tudor inh 1.4%, POLH inh -25.9%, Pol kappa inh -5.5%, Pol beta inh 6.6% and APEX1 inh -2.4%.
For COc1ccccc1CNC(=O)c1ccc2nc3[nH]c4ccccc4c3nc2c1 the results were BLM inh 1.3%, BAZ2B block -1.9%, G9a inh -13.7%, Pol iota inh 9.4%, JMJD2A Tudor inh -17.8%, POLH inh -15.5%, Pol kappa inh -2.6%, Pol beta inh 25.7% and APEX1 inh 11.5%.
For CCNC(=O)c1c(O)c2cccc3c2n(c1=O)CC3 the results were BLM inh -0.9%, BAZ2B block inconclusive, G9a inh -47.3%[59 µM], Pol iota inh 14.2%, JMJD2A Tudor inh 3.4%, POLH inh -23.5%, Pol kappa inh -1.0%, Pol beta inh 20.5% and APEX1 inh -0.8%.
`Cc1cc(C)n(-c2cc(N3CCOCC3)nc(-c3ccccc3)n2)n1` gave BLM inh 0.4%, BAZ2B block -1.8%, G9a inh 4.8%[12.7 µM], Pol iota inh -55.1%, JMJD2A Tudor inh -5.8%, POLH inh -5.6%, Pol kappa inh -16.6%, Pol beta inh -8.5% and APEX1 inh -2.0%.
Cc1ccc2nc(-c3ccc(S(=O)(=O)N4CCCCC4)cc3)cn2c1 was read as BLM inh -1.2%, BAZ2B block -0.8%, G9a inh 6.0%, Pol iota inh 54.8%[activator], JMJD2A Tudor inh -7.9%, POLH inh -8.6%, Pol kappa inh 0.0%, Pol beta inh 47.3% and APEX1 inh inconclusive.
Screening CC(C)(C)c1nnc(NS(=O)(=O)c2ccc([N+](=O)[O-])cc2)s1 returned BLM inh 1.4%, BAZ2B block -2.6%, G9a inh 10µM*, Pol iota inh -10.7%, JMJD2A Tudor inh -28.9%, POLH inh -3.5%, Pol kappa inh 0.4%, Pol beta inh 19.5% and APEX1 inh 7.9%.
`Cc1cccc(C(=O)Nc2ccc3c(c2)nc(C)n3C)c1` gave BLM inh -0.8%, BAZ2B block 10.7%, G9a inh 20.3%, Pol iota inh 37.8%[activator], JMJD2A Tudor inh -2.8%, POLH inh -12.4%, Pol kappa inh 0.2%, Pol beta inh -11.9% and APEX1 inh -2.4%.
O=C(c1cccc([N+](=O)[O-])c1)N1CCN(c2n[nH]c(=O)[nH]c2=O)CC1 was read as BLM inh -3.6%, BAZ2B block -13.0%, G9a inh 19.0%[12.7 µM], Pol iota inh 26.1%, JMJD2A Tudor inh -8.2%, POLH inh -19.6%, Pol kappa inh 2.4%, Pol beta inh 9.2% and APEX1 inh 3.1%.
Screening CC(=O)c1ccc(S(=O)(=O)NCCC(=O)OC(C)C(=O)Nc2ccc(F)cc2)cc1 (stereo not given) returned BAZ2B block 7.7%, G9a inh 3.1%[12.7 µM], Pol iota inh 3.1%, JMJD2A Tudor inh 6.8%, POLH inh -22.3%, Pol kappa inh 2.9% and APEX1 inh 0.4%.
Screening O=C(Cc1ccccc1)NC(NNc1ccccc1)(C(F)(F)F)C(F)(F)F returned BLM inh -2.0%, BAZ2B block 6.1%, G9a inh 10µM*, Pol iota inh 2.2%, JMJD2A Tudor inh inconclusive, POLH inh -7.6%, Pol kappa inh -13.8%, Pol beta inh 1.3% and APEX1 inh inconclusive.
`NC(=O)COC(=O)CC1CC2CCC1C2` (stereo not given) gave BLM inh -3.3%, BAZ2B block -14.5%, G9a inh 0.2%, Pol iota inh 9.3%, JMJD2A Tudor inh -9.0%, POLH inh -1.5%, Pol kappa inh -16.1%, Pol beta inh 6.2% and APEX1 inh 5.8%.
Screening CC(=O)Nc1cccc(C(=O)N2CCN(Cc3ccccc3)CC2)c1 returned BLM inh -1.6%, BAZ2B block 8.1%, G9a inh 4.2%[2.33 µM], Pol iota inh 5.1%, JMJD2A Tudor inh -6.4%, POLH inh 5.2%, Pol kappa inh -15.1%, Pol beta inh -1.8% and APEX1 inh 6.3%.
CC(C)CN1CC[C@@]2(CCCN(C(=O)c3ccco3)C2)C1 was read as BLM inh -1.5%, G9a inh 2.5%[12.7 µM], Pol kappa inh 1.3%[60.1 µM] and APEX1 inh -1.2%.

Molecules above that have two or more sulfur atoms, in the order listed:
Screening COc1cccc(S(=O)(=O)Nc2ccc3sc(C)nc3c2)c1 returned BLM inh -4.8%, BAZ2B block -8.2%, G9a inh 22.4µM*, Pol iota inh 5.7%, JMJD2A Tudor inh 79.4µM*, POLH inh -2.3%, Pol kappa inh -20.5%, Pol beta inh 1.7% and APEX1 inh -4.2%.
Screening CC(C)(C)c1nnc(NS(=O)(=O)c2ccc([N+](=O)[O-])cc2)s1 returned BLM inh 1.4%, BAZ2B block -2.6%, G9a inh 10µM*, Pol iota inh -10.7%, JMJD2A Tudor inh -28.9%, POLH inh -3.5%, Pol kappa inh 0.4%, Pol beta inh 19.5% and APEX1 inh 7.9%.

Next section.
COc1cccc(CNC(=S)Nc2cc(C)ccc2C)c1 was read as BLM inh -3.8%, BAZ2B block -21.3%, Pol iota inh 78.5%[activator], JMJD2A Tudor inh -22.3%, POLH inh -11.1%, Pol kappa inh inconclusive, Pol beta inh 6.9% and APEX1 inh 20.5%.
`O=C(Cn1c(=O)c2cccn2c2ccc(F)cc21)N1CCN(c2ccccc2F)CC1` gave BLM inh 1.0%, BAZ2B block -30.8%, G9a inh -15.2%[59 µM], Pol iota inh 12.7%, JMJD2A Tudor inh -23.4%, POLH inh -8.1%, Pol kappa inh -2.0% and Pol beta inh 23.6%.
Cn1c(CNC(=O)c2ccc3c(c2)OCO3)nnc1SCC(=O)Nc1ccccc1Cl was read as BLM inh 0.6%, BAZ2B block -19.4%, G9a inh -19.5%, Pol iota inh 101.0%[activator], JMJD2A Tudor inh -0.7%, POLH inh -13.5%, Pol kappa inh -5.9%, Pol beta inh 20.7% and APEX1 inh 22.3%.
For O=C(N/C(=C/c1ccco1)C(=O)N1CCOCC1)c1ccc([N+](=O)[O-])cc1 the results were BLM inh -0.7%, BAZ2B block 11.7%, Pol iota inh 41.4%, JMJD2A Tudor inh -13.1%, POLH inh 5.6%, Pol kappa inh 4.0%, Pol beta inh -1.1% and APEX1 inh -1.0%.
For O=C(CSc1nnc(-c2ccc([N+](=O)[O-])cc2)o1)Nc1ccccn1 the results were BLM inh -2.3%, BAZ2B block -2.6%, Pol iota inh 32.4%[activator], JMJD2A Tudor inh -14.0%, POLH inh -12.0%, Pol kappa inh 3.0%, Pol beta inh 19.5% and APEX1 inh 16.2%.
CC(C)OC(=O)CCC(=O)Nc1nc2ccccc2s1 was read as BLM inh -1.3%, BAZ2B block 10.8%, G9a inh -5.3%[59 µM], Pol iota inh 18.4%, JMJD2A Tudor inh -8.0%, POLH inh 7.3%, Pol kappa inh 1.2%, Pol beta inh 1.6% and APEX1 inh -1.9%.
CCOc1ccc(NS(=O)(=O)c2ccc(C(=O)NC3CCC(O)CC3)cc2)cc1 (stereo not given) was read as BAZ2B block -3.3%, G9a inh -18.4%[59 µM], Pol iota inh 7.8%, JMJD2A Tudor inh -8.2%, POLH inh -9.2%, Pol kappa inh -0.1% and APEX1 inh 39.4%.
For O=[N+]([O-])c1cc(-c2nc(-c3ccccc3)no2)ccc1N1CCN(c2ccccc2)CC1 the results were BLM inh -2.8%, BAZ2B block -2.2%, G9a inh inconclusive, Pol iota inh 24.9%, JMJD2A Tudor inh -11.9%, POLH inh -17.2%, Pol kappa inh -8.0% and Pol beta inh 6.5%.
COc1ccc(N=Cc2c(O)cc(C)oc2=O)cc1 was read as BLM inh -6.4%, BAZ2B block -12.6%, G9a inh inconclusive, Pol iota inh 95.7%[activator], JMJD2A Tudor inh -8.1%[57.1 µM], POLH inh -22.9%, Pol kappa inh -6.4%, Pol beta inh -2.9% and APEX1 inh -3.5%.
For COc1ccccc1NC(=O)c1nnn(CC(=O)Nc2ccccc2)c1N the results were BLM inh 0.8%, BAZ2B block 12.4%, G9a inh 13.9%[59 µM], Pol iota inh inconclusive, JMJD2A Tudor inh -3.1%[11.4 µM], POLH inh -2.8%, Pol kappa inh -4.4%, Pol beta inh -2.1% and APEX1 inh 4.9%.

Compound activity (PubChem)

An excerpt (hit frequency here may not be typical).
